GAA glycogen = GAA glycogen-cleavage inhibition or activation; AID 2100; hit rate 0.38% among 300,000; Potency, µM (titrated, usually from 76.4 µM), inactives show at the top dose activity change, negative = inhibition, hits mostly inhibitors; P10253; recombinant GAA, glycogen substrate, Amplex Red glucose oxidase fluorescence; active = well fitted inhibition curve with a large enough effect; inconclusive = small, poorly fitted or top-dose-only effect, or another doubt; inactive = no such curve, though single readings can be large or run the other way;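 also: 0% = full enzyme reaction and -100% = no-enzyme basal signal; the screen sought inhibitors and activators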
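Recombinant enzyme (4 nM final) with compounds titrated up to 77 uM and bovine liver glycogen (30 ug) in citrate pH 5.0, 0.01% Tween-20, 37 C 40 min. Released glucose detected by Amplex Red/glucose oxidase (Ex 573/Em 610); AC50 from Hill fits.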
* marks the source's active call; other numbers are inactive results; ? = inconclusive; [ ] = remark or other dose. Potency is read from the fitted curve at half-maximal effect.

Structure	GAA glycogen
CCn1cc(CN2CCCC(C(=O)Nc3ccc(-c4cscn4)cc3)C2)c(C)n1 (centres undefined)	-2%[76.3 µM]
CCOc1cccc(C2C(C(=O)c3ccc(C)o3)=C(O)C(=O)N2Cc2ccccc2)c1 (centres undefined)	7%[76.3 µM]
Cc1ccc(NC(=O)N2CCC(NC(=O)c3cccc(F)c3)CC2)cc1	1%
CN(C)CCCNC(=O)c1cc(C(=O)c2c(Cl)cccc2Cl)c[nH]1	-1%
CCOc1ccc(-c2c(C)sc3nc[nH]c(=O)c23)cc1	13%[76.3 µM]
CNC(=O)C1CCN(S(=O)(=O)c2c(C)noc2/C=C/c2cccc(OC)c2)CC1	2%[76.3 µM]
CS(=O)(=O)N(Cc1ccccc1)c1ccc(C(=O)Nc2ccccc2C(=O)O)cc1	-6%[76.3 µM]
Cc1coc2cc3oc(=O)c(CCC(=O)NCC(=O)O)c(C)c3cc12	-18%
Cc1ccc(-c2cn(-c3ccccc3F)c(=S)[nH]2)cc1	?
COC(=O)CNc1cc(S(=O)(=O)N2CCCCC2)ccc1Oc1cccc(C)c1	6%
COc1cc(/C=C2\NC(=O)NC2=O)cc(Br)c1OC	0%
CN(C)N1C(N)=C(C#N)C(c2ccc(Cl)cc2)C2=C1CCCC2=O (centres undefined)	?
NCCC(=O)N1c2ccccc2Sc2ccc(Cl)cc21	-7%[76.3 µM]
Clc1nccnc1N/N=C/c1ccc(Br)cc1	4%[76.3 µM]
O=C(c1cc2cc(Cl)ccc2[nH]1)N1CCN(c2ccc(F)cc2)CC1	-15%
CCC1CCCCN1CCCNC(=O)CN1C(=O)COc2ccc(S(=O)(=O)N3CCOCC3)cc21 (centres undefined)	-3%[76.3 µM]
CCc1ccc(S(=O)(=O)Nc2nnc(N)s2)cc1	12%[76.3 µM]
COc1cccc(CNCc2ccc3c(c2)OCO3)c1	0%[76.3 µM]
CCCCN(C)C(=O)C1CCC(CNS(=O)(=O)c2ccc3c(c2)CC(C)N3C(=O)C2CC2)CC1 (centres undefined)	-21%[76.3 µM]
CSc1nc(C(C)C)ccc1CNC(=O)CC(C)c1ccccc1 (centres undefined)	-2%
O=C(CSc1ncccn1)N/N=C/c1ccc2c(c1)OCO2	-1%[76.3 µM]
O=C1OC(CO)CN1Cc1ccccc1 (centres undefined)	2%
Cc1onc(-c2ccccc2)c1C(=O)N/N=C/c1ccccc1OC(C)C	2%[76.3 µM]
Cc1cc(C)cc(NC(=S)Nc2cccc3ccccc23)c1	-1%[76.3 µM]
O=C(c1ccc(N2CCCC2=O)cc1)N1CCN(c2ccccc2F)CC1	-13%[76.3 µM]
Cc1cccc(NC(=O)c2ccc3c(c2)C(=O)N(Cc2cccnc2)C3=O)c1C	-5%[76.3 µM]
COc1ccc(C(=O)Nc2ccccc2C(=O)Nc2cc(C)ccn2)cc1	16%[76.3 µM]
Cc1ccc(C(C)C)c(OCCN2CCc3ccccc3C2)c1	-6%[76.3 µM]
Cc1onc(-c2ccccc2Cl)c1C(=O)N1CCCCC1C (centres undefined)	-5%
CCOC(=O)C1CCN(C(=O)c2cc3cc4ccc(C)cc4nc3o2)CC1	-8%[76.3 µM]
Oc1ccc(-c2cccc(-c3ccc(O)cc3)c2)cc1	4%[76.3 µM]
COc1ccc(C(=O)N(Cc2cccs2)C2CCS(=O)(=O)C2)cc1 (centres undefined)	1%
CC(=O)N1CCN(C(=O)c2cc(S(=O)(=O)NCc3ccccc3)ccc2C)CC1	-6%[76.3 µM]
NC(=O)CC(NC(=O)c1ccccc1)c1ccc(NCCN2CCCCC2)c([N+](=O)[O-])c1 (centres undefined)	-3%[76.3 µM]
CCOc1ccccc1NC(=O)CCCNC(=O)c1ccc(Cl)cc1	5%
Clc1cccc(CN2CCCCCC2)c1	-8%[76.3 µM]
CSc1nc2c(c(=O)[nH]c(=O)n2C)n1Cc1ccc(Cl)cc1	10%[76.3 µM]
CCNCC(=O)N1c2ccccc2CCc2ccc(NC(=O)OCC)cc21	-6%
CC[C@@H](C)[C@H](CN[C@H](CNC)[C@@H](C)O)NCCc1ccc(OC)cc1	-4%[76.3 µM]
CN1C2C(Br)CCCCN2c2ccc(F)cc2S1(=O)=O (centres undefined)	7%[76.3 µM]
COc1cccc(Nc2nnc(Cc3cccnc3)c3ccccc23)c1	4%
CCc1cc(CNC(=O)C2CCC(=O)N(CCc3cccc(F)c3)C2)on1 (centres undefined)	-10%[76.3 µM]
CCNNC(=O)C(O)(Cc1ccccc1)Cc1ccccc1	1%
Cc1ccc(OCC(=O)Nc2c3c(nn2C(C)(C)C)CS(=O)(=O)C3)cc1	2%[76.3 µM]
C/C(=N/NC(=O)c1ccco1)c1ccc(NC(=O)c2ccc(Br)o2)cc1	-8%[76.3 µM]
O=C(O)c1cnn(-c2nc(-c3cccc([N+](=O)[O-])c3)cs2)c1C(F)(F)F	-2%
Cc1cc(=O)[nH]c(SC(C)C(=O)Nc2cccc3ccccc23)n1 (centres undefined)	-5%
Cc1ccc(C(=O)N2CC(=O)Nc3ccc(C)cc3C2c2ccccc2)cc1 (centres undefined)	8%
Cc1ccc(NC(=O)c2nc(S(=O)(=O)Cc3ccccc3C)ncc2Cl)cc1C	-10%[76.3 µM]
Cc1cccc[n+]1CC(=O)c1ccccc1	2%

Following part.
Structure	GAA glycogen
COc1ccccc1C(=O)NC1CC2CCC(C1)N2Cc1ccccc1 (centres undefined)	-1%[76.3 µM]
CCOc1cc(-c2noc(CCCC(=O)NC3CCCCC3)n2)ccc1OC	-3%[76.3 µM]
CC(C)C(NC(=O)c1ccc([N+](=O)[O-])cc1Cl)C(=O)N1CCCC1 (centres undefined)	-5%
COc1cc(C(CC(=O)Nc2ccccn2)N2Cc3ccccc3C2=O)cc(OC)c1OC (centres undefined)	-4%
NNC(=O)CN1C(=O)Nc2ccc(Cl)cc2C1c1ccccc1 (centres undefined)	4%
CCOc1ccccc1NC(=O)c1cnccn1	9%[76.3 µM]
O=C(CSc1nnc(-c2ccco2)o1)Nc1ccccc1Cl	-6%[76.3 µM]
O=C(CCCN1CCC(NC(=O)c2ccccc2)CC1)c1ccc(Cl)cc1	-12%[76.3 µM]
O=C(Nc1cccc(F)c1)Nc1ccnn1C1CCN(C(=O)c2cscn2)CC1	-2%[76.3 µM]
CCS(=O)(=O)c1ncc(Cl)c(C(=O)Nc2ccccc2OC)n1	17%[76.3 µM]
C=CCN(CC=C)C(=O)CN1C(=O)NC(C)(c2ccc3cc(OC)ccc3c2)C1=O (centres undefined)	6%
Cc1ccc(OCCn2nnc3ccccc32)cc1C	16%[76.3 µM]
CC(=O)c1ccc(OC(=O)CCc2ccccc2)cc1	-4%[76.3 µM]
Cc1c(C(C)(C)C)sc(=NC(=O)c2ccccc2O)n1C	5%
Cc1nc(Cl)sc1C(=O)Nc1cc(F)cc(F)c1	1%[76.3 µM]
CC(C)c1cc(C(=O)N2CCCC(Nc3ccc(F)cc3)C2)n[nH]1 (centres undefined)	-6%[76.3 µM]
CCCC(=O)N(Cc1cccnc1)c1nc2c(OC)ccc(Cl)c2s1	-12%[76.3 µM]
COc1ccc2cc(C(C)C(=O)NC3CCC(O)CC3)ccc2c1 (centres undefined)	4%
CCCOc1ccc(/C=N/NC(=O)c2ccc3c(c2)OCO3)c(OCCC)c1	-3%
Cc1cccc(C(=O)Oc2c(Br)cc(Br)cc2/C=N/NC(=O)c2ccncc2)c1	5%
CC(C)c1nnc(NC(=O)CCC(=O)Nc2ccc(Cl)cc2)s1	-19%[76.3 µM]
C/C(=N\NC(=O)c1ccn(C)n1)c1ccc(NC(=O)C2CCC2)cc1	10%[76.3 µM]
CC(=O)N(CCc1cccc(C)c1)Cc1cc2cc(C)ccc2[nH]c1=O	-7%[76.3 µM]
O=C(NNC(=O)c1ccccc1[N+](=O)[O-])c1ccc(NS(=O)(=O)c2cccs2)cc1	4%[76.3 µM]
Cc1ccccc1NC(=O)C1CCN(C(=O)N2CCOc3ccccc32)CC1	-9%[76.3 µM]

Seven entries already listed, sorted by number of heavy atoms, rising.
Structure	GAA glycogen
CCOc1ccc(-c2c(C)sc3nc[nH]c(=O)c23)cc1	13%[76.3 µM]
Cc1onc(-c2ccccc2Cl)c1C(=O)N1CCCCC1C (centres undefined)	-5%
Cc1ccc(C(C)C)c(OCCN2CCc3ccccc3C2)c1	-6%[76.3 µM]
CSc1nc(C(C)C)ccc1CNC(=O)CC(C)c1ccccc1 (centres undefined)	-2%
CCOc1ccccc1NC(=O)CCCNC(=O)c1ccc(Cl)cc1	5%
Cc1ccc(C(=O)N2CC(=O)Nc3ccc(C)cc3C2c2ccccc2)cc1 (centres undefined)	8%
CNC(=O)C1CCN(S(=O)(=O)c2c(C)noc2/C=C/c2cccc(OC)c2)CC1	2%[76.3 µM]

(further entries)
Structure	GAA glycogen
CCOC(=O)Cn1c(=O)c2c(nc3n2CCCN3CCc2ccccc2)n(C)c1=O	-2%
COc1ccc(N2CC(C(=O)N3CCN(c4ccccc4F)CC3)CC2=O)cc1 (centres undefined)	0%
CCOc1ccc(/C=N/NC(=O)c2[nH]c3ccc(C)cc3c2C)cc1	2%
O=c1c(-c2ccccc2)coc2c(CN3CCCCC3)c(O)ccc12	0%[76.3 µM]
CC(=O)Nc1ccc(C(=O)CN2C(=O)CSC2=O)cc1	0%[76.3 µM]
Cc1ccc(C(=O)CCc2ccc(N)cc2)cc1	-7%
Cc1c(C)c2c(OCC(=O)N3CCC(O)CC3)cc3c(c2oc1=O)CCC(C)(C)O3	-23%[76.3 µM]
COc1cccc(OCC(O)CNC2CCCC2)c1 (centres undefined)	-12%[76.3 µM]
N=c1c(S(=O)(=O)c2ccc(Cl)cc2)cc2c(=O)n3ccccc3nc2n1C1CCCCC1	-5%[76.3 µM]
O=S(=O)(c1ccc(F)c(F)c1)N1CCCc2ccccc21	-2%
COc1ccc2c(c1)c(/C=C/c1cc[n+](C)cc1)cn2C	-16%
COc1cccc(/C=N/NC(=O)c2ccc(N3CCCC3=O)cc2)c1	-4%
Cc1cc(C)c2oc(C(=O)N3CCN(C)CC3)cc(=O)c2c1	6%
Cc1ccc(NC(=S)N2CCN(c3ccccc3F)CC2)c(C)c1	3%[76.3 µM]
COc1ccc(S(=O)(=O)N2CCN=C2SCc2cccc(C)c2)cc1	3%[76.3 µM]
COc1ccccc1Nc1c2ccccc2nc2ccccc12	0%
COc1ccc(C2(c3ccc(OC)cc3)NC(=O)N(CC(=O)Nc3ccccc3C(F)(F)F)C2=O)cc1	1%[76.3 µM]
CCOc1ccc(CNC(=O)CCCC(=O)n2ncc3cc(C)ccc32)cc1	-5%[76.3 µM]
COc1nccnc1NS(=O)(=O)c1ccc(NC(=O)c2ccc(F)cc2)cc1	-12%
COc1cc2c(cc1OC)C(c1cc3ccc(C)cc3[nH]c1=O)N(C(=O)c1ccco1)CC2 (centres undefined)	-5%[76.3 µM]
COc1ccc(NC2CCCN(C(=O)CSc3ccccn3)C2)cc1OC (centres undefined)	0%[76.3 µM]
CC(=O)Nc1ccc(S(=O)(=O)NCc2ccc(C(=O)N3CCOCC3)cc2)cc1	-9%[76.3 µM]
Cc1ccc(-c2nc(CS(=O)CC(=O)NC3CC3)c(C)o2)cc1 (centres undefined)	-4%[76.3 µM]
COc1ccc(CCNc2nc(-c3cccnc3)nc3ccccc23)cc1OC	-1%
COC(=O)COc1cc(=O)oc2ccc(NS(=O)(=O)c3ccccc3)cc12	-6%
COc1ccccc1N(CC(=O)NCc1ccccc1)C(=O)CCC(=O)Nc1nccs1	-7%[76.3 µM]
CCCc1cc(N2CCOCC2)n2ncc(-c3ccccc3)c2n1	-11%
CCc1ccc2c(CN3CCOCC3)cc(=O)oc2c1	-3%[76.3 µM]
CC1CCCN(CCCNC(=O)C2CCN(S(=O)(=O)N3CCC4(CC3)OCCO4)CC2)C1 (centres undefined)	-9%[76.3 µM]
Cc1ccc(NC(=O)CCN2CCC(Cc3ccccc3)CC2)cc1	11%[76.3 µM]
O=C1CSC(=Nc2ccc(O)cc2)N1	5%
O=C(CN1CCN(c2ccc(O)cc2)CC1)Nc1ccc(-c2ccccc2)cc1	10µM*
O=C(Nc1ccccc1C(=O)N1CCN(Cc2ccccc2)CC1)c1ccc(F)cc1	-1%[76.3 µM]
O=C(CN(C(=O)c1csnn1)c1cccc2ccccc12)NCc1ccc(F)cc1	1%
Cc1ccc(C(=O)N2CC(=O)Nc3ccc(F)cc3C2c2ccccc2)cc1 (centres undefined)	-1%
COc1ccccc1C(=O)NNC(=O)CN1C(=O)c2ccccc2C1=O	4%[76.3 µM]
COc1cccc2[nH]c(C(=O)NCC3CCCO3)cc12 (centres undefined)	1%
COc1ccc(NC(=O)CN2C(=O)S/C(=C/c3cccn3-c3ccc(C(=O)O)cc3)C2=O)cc1	1%[76.3 µM]
CCC(c1nnc(SCC(=O)Nc2ccc(NC(C)=O)cc2)n1Cc1ccccc1)N(C)C (centres undefined)	-5%[76.3 µM]
Cc1cc(C)cc(NC(=O)C2CCCN(c3ncccn3)C2)c1 (centres undefined)	3%
COc1ccc(OC)c(/C=N/NC(=O)c2nnn(-c3nonc3N)c2-c2cccs2)c1	7%[76.3 µM]
O=C(O)/C(=C\c1ccc(F)cc1)c1ccc(-c2ccccc2)cc1	2%

Source: PubChem BioAssay

Only part of the results is shown (hit frequency here may not be typical).
